Bioassay records (PubChem BioAssay)
MBD2 inh: inhibitors of human MBD2 binding to methylated oligonucleotide; Q9UBB5; inhibition, % at 4.4 µM; 0.31% of 370,000 active; TR-FRET; in the data active = inhibition above about 13%
TDP2 inh: TDP2 (human) inhibition, absorbance primary screen; O95551; recombinant TDP2, T5PNP hydrolysis, p-nitrophenol absorbance 415 nm; inhibition, % at 12.8 µM; 0.34% of 370,000 active;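 active = inhibition above the mean of all tested compounds plus 3 SD, set per campaign, cut at about 25% in these data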;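 note: 0% = DMSO with enzyme and 100% = buffer with substrate but no TDP2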
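Material: recombinant human TDP2; quantity: TDP2 enzyme at 120 nM final; medium: Tris-HCl pH 7.5 with MgCl2; compound: single concentration, 12.8 µM nominal, with 1% DMSO; incubation: 2 h enzyme incubation at 37 °C; signal: epi absorbance; measure: percent inhibition; benchmarks: high control without enzyme, low control DMSO plus TDP2; repeats: singlicate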
SIAE primary: blocks human sialic acid acetylesterase | Q9HAT2 | SIAE FP-Rh probe binding, fluorescence polarization | inhibition, % at 9.66 µM | 0.69% of 370,000 active;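 active = inhibition above a cutoff: mean of compounds within the control limits plus 3 SD of those, cut at about 17% in these data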;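 note: 0% = plate median of compound wells and 100% = probe without SIAE protein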
Target sequence (Q9HAT2 whole entry, looked up): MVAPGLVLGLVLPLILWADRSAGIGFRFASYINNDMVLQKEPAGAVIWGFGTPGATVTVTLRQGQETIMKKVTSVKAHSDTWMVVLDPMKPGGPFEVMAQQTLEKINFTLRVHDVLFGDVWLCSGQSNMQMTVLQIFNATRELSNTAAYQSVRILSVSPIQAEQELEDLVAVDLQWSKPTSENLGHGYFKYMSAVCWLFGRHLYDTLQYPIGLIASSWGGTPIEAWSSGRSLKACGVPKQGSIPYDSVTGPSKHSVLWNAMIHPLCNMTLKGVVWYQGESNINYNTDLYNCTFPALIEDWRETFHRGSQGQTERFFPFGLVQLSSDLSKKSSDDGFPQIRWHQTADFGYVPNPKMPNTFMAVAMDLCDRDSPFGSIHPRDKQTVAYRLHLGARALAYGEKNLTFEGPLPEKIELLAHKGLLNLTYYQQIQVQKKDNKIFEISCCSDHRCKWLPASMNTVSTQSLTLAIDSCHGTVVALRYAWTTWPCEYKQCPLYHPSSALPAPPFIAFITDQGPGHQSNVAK
TCR CD3 inh: human TCR-CD3 binding inhibition; TAMRA-labeled TCR probe fluorescence, biochemical; inhibition, % at 9.4 µM; 0.37% of 360,000 active; AID 651800; in the data active = inhibition above about 19%;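 note: recombinant mutant TCR 2C K166C tagged with TAMRA read by polarization; 0% = receptor in buffer alone and 100% = receptor with positive control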
DDE Tn7 FP inh: disrupts Tn7 cyclic peptide binding to fibrin D-Dimer-E complex; P02675; FP displacement of FITC-Tn7 peptide from fibrin DD(E); 0% = median of compound wells per plate; inhibition, % at 8.3 µM; 0.13% of 370,000 active; AID 720508;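 active = inhibition above the mean of compounds falling within the control limits plus 3 SD of them, cut at about 14% in these data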;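 note: 0% = plate median of compound wells and 100% = 10 µM Aha-Tn7 peptide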
Target sequence (P02675 whole entry, looked up): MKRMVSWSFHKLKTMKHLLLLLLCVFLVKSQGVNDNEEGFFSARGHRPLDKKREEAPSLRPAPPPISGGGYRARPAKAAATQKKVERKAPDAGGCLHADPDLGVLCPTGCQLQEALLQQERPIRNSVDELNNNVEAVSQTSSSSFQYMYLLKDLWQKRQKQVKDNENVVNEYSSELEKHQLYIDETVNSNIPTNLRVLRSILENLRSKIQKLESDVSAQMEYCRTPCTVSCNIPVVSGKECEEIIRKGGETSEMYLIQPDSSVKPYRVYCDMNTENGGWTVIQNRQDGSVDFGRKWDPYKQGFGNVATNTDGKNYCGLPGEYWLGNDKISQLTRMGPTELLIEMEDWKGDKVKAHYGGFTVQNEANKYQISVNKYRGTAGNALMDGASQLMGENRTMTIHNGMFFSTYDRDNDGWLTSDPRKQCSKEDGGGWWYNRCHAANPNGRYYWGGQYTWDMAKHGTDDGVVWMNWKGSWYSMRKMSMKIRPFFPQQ
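Assay system: Fibrin-DD(E) protein isolated from polymerized human fibrin clots; read-out basis: percent inhibition; medium: Tris/NaCl/CaCl2 buffer, pH 7.8; signal: FP measurement; incubation: 10 min plus 3 h, room temperature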
UHRF1 MBD2 ctr: UHRF1 methyl-DNA binding inhibition | 0.75% of 370,000 active | AID 687016 | UHRF1 binding to methylated oligo, TR-FRET | inhibition, % at 4.4 µM; in the data active = inhibition above about 21%;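 note: UHRF1 SRA domain binding a hemimethylated CpG hairpin DNA probe; 0% = median of test compound wells and 100% = reference inhibitor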
KLK7 zymogen act: activates the human kallikrein-7 zymogen; P49862; purified proKLK7, EDANS-DABCYL substrate fluorescence; 100% is mature enzyme control, 0% vehicle; activation, % at 7 µM; 0.9% of 370,000 active;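 active = activation above the mean of all tested compounds plus 3 SD, computed per campaign excluding outliers beyond control limits, cut at about 13% in these data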
PRMT1 FP inh: blocks human protein arginine methyltransferase 1; Q99873; AID 652257; recombinant PRMT1, activity-based probe fluorescence polarization; inhibition, % at 2.79 µM; 1.3% of 370,000 active;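 active = inhibition above about 21% made by adding two undisclosed values, limit read from the data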
DDE Tn6 FP inh: inhibitors of Tn6 peptide binding to human fibrin DD(E) | P02675 | Fibrin DD(E) TRITC-Tn6 fluorescence polarization displacement | inhibition, % at 8.3 µM | 0.21% of 370,000 active | AID 720509;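 active = inhibition above a per-campaign cutoff: mean of compounds within control limits plus 3 SD, cut at about 15% in these data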;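 note: 0% = median of all compound wells on the plate and 100% = blocking peptide control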
LEDGF integ inh: blocks HIV-1 LEDGF/p75-dependent DNA integration | TR-FRET IN-LEDGF/p75 DNA integration, Eu/Cy5 | 0.64% of 370,000 active | inhibition, % at 3.7 µM;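 active = inhibition above the screen-wide mean plus 3 SD, cut at about 13% in these data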;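 note: signal is the Cy5 over europium emission ratio at 671 and 618 nm; 0% = plate median of compound wells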
Numbers without * were called inactive; . = no result given; & = joins results of further samples. This is a subset; count on the stated rates, not on these rows.

Each structure is followed by: MBD2 inh, TDP2 inh, SIAE primary, TCR CD3 inh, DDE Tn7 FP inh, UHRF1 MBD2 ctr, KLK7 zymogen act, PRMT1 FP inh, DDE Tn6 FP inh, LEDGF integ inh
COP(=O)(OC)C1(Nc2ccc(C)cc2)CCCCC1
→ -2, 4, 0, 1, -16, -2, 0.0, -2, -6, -2
O=c1[nH]c(=S)n(Cc2ccc(F)cc2)c(O)c1/C=N/N1CCCCCC1
→ 1, 7, 3, 8, 0, 1, -0.6, -2, 2, 1
CCCC12CN3CCN(CC(C3)/C1=N\NC(=O)c1ccncc1)C2
→ -4, 0, 2, -1, -10, -4, 0.4, -1, -6, -2
CN1CCN(c2ccc([N+](=O)[O-])c(N/N=C3\CN4CCC3CC4)c2)CC1
→ -23, 1, 8, 5, 4, -12, 0.3, -5, -2, 0
C[C@]12CC[C@H](OC(=O)CCC(=O)O)CC1=CCC1C2CC[C@@]2(C)C1CC[C@@H]2OC(=O)CCC(=O)O (some centres undefined)
→ 4, -14, -1, -1, -1, 4, 0.0, 10, -7, 1
Cc1cc(C)c(S(=O)(=O)N2Cc3ccccc3-n3nncc3C2)c(C)c1
→ 1, -8, -7, 4, 4, -3, -0.8, 2, 4, -6
Nc1ccc(C2(c3ccc(N)cc3)CCCCC2)cc1
→ 3, 5, 17, 0, -3, -4, -0.1, -3, 6, 1
COC(=O)C1=C(c2ccccc2)C[C@@H]2CC[C@H]1N2C(=O)NC1CC1
→ -6, 0, 3, 5, 0, 0, -0.5, -3, -6, 0
Cc1cc(N(CCCl)CCCl)ccc1C=Cc1ccncn1
→ -12, -6, -4, -6, -33, -39, -1.4, 2, -3, -5
N=C1c2ccccc2CN1NC(=O)c1ccccc1
→ -4, -3, 5, 3, 4, 0, -0.3, 1, -4, -2

The list goes on.
Each structure is followed by: MBD2 inh, TDP2 inh, SIAE primary, TCR CD3 inh, DDE Tn7 FP inh, UHRF1 MBD2 ctr, KLK7 zymogen act, PRMT1 FP inh, DDE Tn6 FP inh, LEDGF integ inh
CCN(C(=O)COC(=O)c1cc(C)n(C2CC2)c1C)c1ccccc1
→ 0, -12, -3, 1, 3, 2, 0.0, -1, -4, -8
CCCCn1c(O)c(C(C)=Nc2ccc(OCC)cc2)c(=O)[nH]c1=O
→ -7, -5, 3, 10, -8, 0, 0.0, -1, 10, 2
S=P(c1ccccc1)(c1ccccc1)c1c[n+](Cc2ccccc2)c2ccccn12
→ 0, -5, -2, ., 0, 0, ., -3, -2, -4
C=CCOC(=O)C1=C(C)OC(N)=C(C#N)C12C(=O)N(CN1CCOCC1)c1ccccc12 (centres undefined)
→ -2, 0, 6, 2, -2, 1, 0.4, 3, 1, 0
Cc1cc(OC(C)C(=O)NCC(O)c2ccccc2)c2c3c(c(=O)oc2c1)CCCC3 (centres undefined)
→ 3, -7, -13, -2, -11, 2, -6.3, 3, -3, -10
COc1ccc(C(=O)N2CCC3(CC2)OCCO3)cc1
→ -1, -9, 6, 0, 0, 0, 0.0, -4, -2, 5
COc1ccc(O)c2c(=O)c3c(OC)cc4c(c3oc12)C1C=COC1O4 (centres undefined)
→ 0, 5, -2, 4, 0, 1, 0.0, -3, -5, 4
COc1cc2[nH]c(C(=O)N3CCC4(CC3)OCCO4)cc2c(OC)c1OC
→ -4, 10, 2, -1, 1, 0, 0.1, 2, 2, 0
Cc1ccc2c(C)c3ccc4ccccc4c3c[n+]2c1
→ 72*, -6, 0, -4, 3, 27*, 6.7, 2, -1, 1
Cc1c2cnn(CC(=O)N3CCC4(CC3)OCCO4)c(=O)c2c(C)n1Cc1ccccc1Cl
→ -1, -4, -3, 3, -1, 0, -0.1, -2, 5, 0

Continuation:
Each structure is followed by: MBD2 inh, TDP2 inh, SIAE primary, TCR CD3 inh, DDE Tn7 FP inh, UHRF1 MBD2 ctr, KLK7 zymogen act, PRMT1 FP inh, DDE Tn6 FP inh, LEDGF integ inh
C[C@@]12N[C@@H](Cc3ccccc31)c1ccccc12
→ -1&1, 5&-5, -5&-6, 2&-3, -3&2, 0&0, 0.5&-0.1, 0&6, -7&-7, -2&-3
COC1=CC=C2[C@H]3Cc4ccc(OC)c5c4[C@@]2(CCN3C)[C@H]1O5
→ 4, 17, 8, -2, -3, 0, -0.3, 3, -3, -2
O=C1NC(=O)N(c2ccc3c(c2)OCO3)C(=O)/C1=C/c1ccc(N2CCCCC2)o1
→ -14, 14, -2, -8, -4, -23, -0.1, -15, 2, 0
O=C(/C=C/c1ccccc1)NCCc1cnc[nH]1
→ -4, -1, -5, -1, -4, 2, 0.1, 4, 8, -6
COC(=O)CN1C(=O)CN=C(c2ccccc2Cl)c2cc(Br)ccc21
→ -3, 9, 1, -1, -6, 5, 0.8, 1, 6, 2
COc1ccccc1[As](=O)(O)CC(O)COc1ccc(Cl)cc1Cl (centres undefined)
→ -2, 0, -4, 5, 2, -2, 0.6, -2, 0, -4
CN1C(=O)c2ccccc2Sc2ccc(C(=O)N3CCC4(CC3)OCCO4)cc21
→ 6, -1, 4, 3, -3, 6, 0.3, 0, 5, 0
O=C1CN=C(c2cccc(Br)c2)c2cc(Br)ccc2N1
→ 0, 15, -6, -2, 0, -1, 0.6, 3, -3, -6
O=C1NCN(c2ccccc2)C12CCN(C(c1ccccc1OC(F)(F)F)c1nnnn1C1CCCCC1)CC2 (centres undefined)
→ 1, -2, -5, 0, -7, 1, 0.1, 1, -4, 5
CC(=O)c1ccc(OC(NC(=O)c2ccco2)C(Cl)(Cl)Cl)cc1 (centres undefined)
→ -4, -5, 2, 3, -3, 3, 0.1, -2, 1, 4

More results follow.
Each structure is followed by: MBD2 inh, TDP2 inh, SIAE primary, TCR CD3 inh, DDE Tn7 FP inh, UHRF1 MBD2 ctr, KLK7 zymogen act, PRMT1 FP inh, DDE Tn6 FP inh, LEDGF integ inh
CCCCn1c(=O)c(C(=O)Nc2ccccc2F)c(O)c2ccccc21
→ -8, 1, -1, -7, 3, 2, -0.5, 3, -1, 2
O=c1ccc2cc3ccoc3c(O)c2o1
→ -5, 8, 4, 3, 1, -3, -1.1, -1, 3, -2
CCC1(OC(=O)c2ccccc2)CC(C)N(C)CC1C (centres undefined)
→ -4, 7, 4, -4, 3, 0, -0.2, 1, 2, -2
CNC(=O)c1cccn(Cc2cccc(C(F)(F)F)c2)c1=O
→ -1, 3, 4, 6, 4, -1, -0.7, -1, -1, -1
CN(C(=O)CNC(=O)OCc1ccccc1)c1ccc(Br)cc1C(=O)c1ccccc1Cl
→ -4, 3, 14, 7, 3, 0, 0.0, -1, 5, -1
CS(=O)(=O)N1Cc2ccccc2-n2nncc2C1
→ -6, 6, -2, -11, 4, 4, -0.2, 5, 1, 1
COc1ccc(OC)c(/C=N/OC(=O)Nc2ccc(Cl)cc2)c1
→ -6, -2, -4, -1, 0, 0, 2.5, 3, -9, 9
CC=C(C)C(=O)OC1CCN2CC=C(COC(=O)C(O)(C(C)OC)C(C)(C)O)C12 (centres undefined)
→ -4, 4, 8, -6, 1, 0, 5.8, 1, -10, 1
O=C(CN1CC=C(c2ccccc2)CC1)Nc1cc(Cl)ccc1Cl
→ -1, 0, -1, -4, -4, 13, -0.2, -2, 4, 4
CC(c1ccccc1)[n+]1ccccc1 (centres undefined)
→ -1, -7, -10, 1, 2, -1, -0.2, 1, -4, -2

(list continues)
Each structure is followed by: MBD2 inh, TDP2 inh, SIAE primary, TCR CD3 inh, DDE Tn7 FP inh, UHRF1 MBD2 ctr, KLK7 zymogen act, PRMT1 FP inh, DDE Tn6 FP inh, LEDGF integ inh
Cc1ccc(CN2CCCC(C(=O)c3ccc4c(c3)OCO4)C2)cc1C (centres undefined)
→ 3, -5, -5, -9, 6, 1, 0.3, -3, 7, -6
O=C(N/N=C/c1c(O)n(CCc2ccccc2)c(=O)[nH]c1=O)c1ccccc1O
→ 2, -7, 7, 23*, 2, 1, -0.7, 4, -3, -5
COc1cccc(CNCCc2c[nH]c3ccccc23)c1OC
→ 3, -13, 3, 1, -5, -1, -0.2, -2, 2, 7
Cc1ccc2nc(-c3ccc(CN4CCC(n5c(=O)[nH]c6ccccc65)CC4)cc3)c(-c3ccccc3)nc2c1
→ 2, -1, -16, 4, 7, -1, -2.3, 1, -4, -3
CC(C)n1cc(C(=O)N(CC(=O)NC(C)(C)C)Cc2ccccc2)cn1
→ -1, -12, -1, 2, -1, -1, -0.5, -3, -3, -2
CCOC(=O)[C@]12Cc3ccccc3[C@H]1N(Cc1ccccc1)C(=O)c1ccccc12
→ -2, -8, 1, -1, -4, 1, -0.4, -2, -5, 1
O=C1/C(=C\c2ccccc2)C2OCC=C3CN4CCC56c7ccccc7N1C5C2C3CC46 (centres undefined)
→ 0, 6, 0, -3, -8, -3, -0.1, -3, 0, -1
COc1cc(CC(C)N)c(OC)cc1I (centres undefined)
→ 2&0, 1&-15, -2&3, -2&-2, 5&-2, 2&4, 0.5&0.4, 2&7, 1&-10, -1&-4

In the list so far, these have an aryl methoxy group:
Each structure is followed by: MBD2 inh, TDP2 inh, SIAE primary, TCR CD3 inh, DDE Tn7 FP inh, UHRF1 MBD2 ctr, KLK7 zymogen act, PRMT1 FP inh, DDE Tn6 FP inh, LEDGF integ inh
COc1ccc(C(=O)N2CCC3(CC2)OCCO3)cc1
→ -1, -9, 6, 0, 0, 0, 0.0, -4, -2, 5
COc1ccc(O)c2c(=O)c3c(OC)cc4c(c3oc12)C1C=COC1O4 (centres undefined)
→ 0, 5, -2, 4, 0, 1, 0.0, -3, -5, 4
COc1cc2[nH]c(C(=O)N3CCC4(CC3)OCCO4)cc2c(OC)c1OC
→ -4, 10, 2, -1, 1, 0, 0.1, 2, 2, 0
COC1=CC=C2[C@H]3Cc4ccc(OC)c5c4[C@@]2(CCN3C)[C@H]1O5
→ 4, 17, 8, -2, -3, 0, -0.3, 3, -3, -2
COc1ccccc1[As](=O)(O)CC(O)COc1ccc(Cl)cc1Cl (centres undefined)
→ -2, 0, -4, 5, 2, -2, 0.6, -2, 0, -4
COc1ccc(OC)c(/C=N/OC(=O)Nc2ccc(Cl)cc2)c1
→ -6, -2, -4, -1, 0, 0, 2.5, 3, -9, 9
COc1cccc(CNCCc2c[nH]c3ccccc23)c1OC
→ 3, -13, 3, 1, -5, -1, -0.2, -2, 2, 7
COc1cc(CC(C)N)c(OC)cc1I (centres undefined)
→ 2&0, 1&-15, -2&3, -2&-2, 5&-2, 2&4, 0.5&0.4, 2&7, 1&-10, -1&-4
